ALDH1A1 block = ALDH1A1 (human) enzyme inhibition; P00352; actives 7.3% (n = 220,000); Purified ALDH1A1, NADH fluorescence, propionaldehyde substrate; Potency, µM (series often up to 75.3 µM), for inactives: top-dose activity, negative = inhibition, most hits filed as inhibitors; active = well fitted inhibition curve with a large enough effect, not every such curve was filed as active; inconclusive = small, poorly fitted or top-dose-only effect, or another doubt; inactive = no such curve, though single readings can be large or run the other way;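 also: plate controls were no enzyme wells and a reference inhibitor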
Target sequence (P00352 whole entry, looked up): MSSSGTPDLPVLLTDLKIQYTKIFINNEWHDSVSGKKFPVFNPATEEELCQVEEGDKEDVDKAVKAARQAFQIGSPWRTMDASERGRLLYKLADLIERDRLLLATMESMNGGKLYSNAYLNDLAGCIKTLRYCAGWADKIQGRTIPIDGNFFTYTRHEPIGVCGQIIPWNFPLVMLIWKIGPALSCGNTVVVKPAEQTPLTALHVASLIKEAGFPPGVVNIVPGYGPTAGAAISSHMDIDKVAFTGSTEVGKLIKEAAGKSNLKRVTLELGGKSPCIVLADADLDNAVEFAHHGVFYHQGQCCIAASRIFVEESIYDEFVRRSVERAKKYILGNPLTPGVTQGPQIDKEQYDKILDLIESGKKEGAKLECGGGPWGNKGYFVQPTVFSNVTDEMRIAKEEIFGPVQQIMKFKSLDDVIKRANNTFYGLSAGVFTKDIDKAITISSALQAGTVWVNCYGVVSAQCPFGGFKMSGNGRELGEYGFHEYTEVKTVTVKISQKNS
RECQ1 inh = inhibitors of human RECQ1 DNA helicase | RECQ1 DNA unwinding, red fluorescence kinetic read | Potency, µM (titrated, usually from 57.3 µM), inactives show top-dose activity, negative = inhibition, usual class: inhibitors | actives 0.54% (n = 240,000) | AID 2549;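 also: plate controls were vehicle for no effect and no enzyme for full effect; nearly all actives have a fitted effect of over 30% in size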
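50 nM RECQ1T1 preincubated 15 min with compound in Tris pH 8.0 buffer with MgCl2, DTT, Tween-20 and 2.5 ug/ml poly(dI-dC); started with 200 nM TAMRA/BHQ-2 forked duplex and 2 mM ATP. Unwinding read as fluorescence (525/598 nm), two reads 2 h apart.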
L3MBTL1 block = inhibitors of human L3MBTL1 | Potency, µM (highest dose often 57.1 µM), for the others: at the top dose activity, negative = inhibition, actives largely listed as inhibitors | AlphaScreen L3MBTL1–H3K9me1 peptide binding | actives 0.66% (n = 230,000) | AID 485360; also: % is scaled to controls: 0 for no effect and ±100 for the full control effect; nearly all actives have a fitted effect of over 60% in size
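First, the protein-peptide complex forms for 30 min at room temperature (L3MBTL1 50 nM, biotinylated H3K9me1 peptide 75 nM). Next, compounds are pin-transferred and incubated 30 min. Finally, AlphaScreen beads are added and read after 30 min.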
Luc counter = counter-screen: inhibitors of Kinase-Glo firefly luciferase | Potency, µM (top dose mostly 38.3 µM), for inactives: at the top dose activity change, negative = inhibition, most hits filed as inhibitors | actives 0.28% (n = 200,000) | Q27757 | Kinase-Glo luciferase, ATP luminescence, 8 min; also: % is scaled to controls: 0 for no effect and ±100 for the full control effect; nearly all actives have a fitted effect of over 60% in size
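Substrate mix (final 50 mM imidazole pH 7.2, 50 mM KCl, 7 mM MgCl2, 10 uM ATP, 0.01% Tween 20, 0.05% BSA) plus pin-tool compound, then Kinase-Glo detection mix; 8 min ambient, luminescence read.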
LMNA splice mod = LMNA splicing modulation. AID 1487. HeLa LMNA splicing GFP/RFP minigene ratio, 48 h. actives 0.01% (n = 200,000). Potency, µM (titrated, usually from 46.1 µM), inactives show at the top dose ratio change, negative = inhibition, most hits filed as inhibitors; active = well fitted inhibition curve with a large enough effect in the signal ratio, with a control signal flat, not every such curve was filed as active; inconclusive = small, poorly fitted or top-dose-only effect, or effect the other way, or a change in a side signal; the % refers to the signal ratio; also: % is scaled to controls: 0 for no effect and ±100 for the full control effect
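Read-out is the ratio of GFP to DsRed2 object intensity, acquired by 488 nm laser-scanning cytometry on HeLa lamin A-EGFP minigene reporter cells. Compound incubation 48 hrs at 37 °C in Opti-MEM with 2% FBS; DMSO 0.5% final.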
JMJD2E inh = blocks human JMJD2E demethylase activity; JMJD2E catalytic domain, FDH-coupled NADH fluorescence (FDH is formaldehyde dehydrogenase); B2RXH2; actives 1.6% (n = 230,000); Potency, µM (doses to about 57.1 µM), for inactives: at the highest dose activity change, negative = inhibition, actives largely listed as inhibitors; active = well fitted inhibition curve with a large enough effect, not every such curve was filed as active; inconclusive = small, poorly fitted or top-dose-only effect, or another doubt; inactive = no such curve, though single readings can be large or run the other way;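 also: 0% = wells with enzyme and -100% = buffer wells without enzyme; nearly all actives have a fitted effect of over 50% in size; many of its hits are not listed in these tables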
Target sequence (B2RXH2 1-337 limits assumed): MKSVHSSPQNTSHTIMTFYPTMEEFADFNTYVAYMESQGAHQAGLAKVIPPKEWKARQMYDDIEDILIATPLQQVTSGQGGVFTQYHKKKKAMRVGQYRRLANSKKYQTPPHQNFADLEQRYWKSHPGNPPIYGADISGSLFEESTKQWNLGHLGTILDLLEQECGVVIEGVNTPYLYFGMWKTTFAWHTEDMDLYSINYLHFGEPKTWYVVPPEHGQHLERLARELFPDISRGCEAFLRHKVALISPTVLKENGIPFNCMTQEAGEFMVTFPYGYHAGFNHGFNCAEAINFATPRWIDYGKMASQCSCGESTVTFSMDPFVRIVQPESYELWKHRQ
SMN2 splice enh = enhancers of SMN2 splice variant expression; Potency, µM (highest dose often 46.1 µM), for inactives: at the top dose activity change, positive = activation, usual class: activators; AID 1458; actives 2.8% (n = 210,000); HEK293 SMN2-luciferase splicing reporter, luminescence, 30-36 h; also: % of control where 0% means no effect; nearly all actives have a fitted effect of over 55% in size
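qHTS luciferase splicing reporter: luminescence rises when SMN2 exon 7 is included in transfected HEK293 cells. Compound exposure lasted 30-36 h at 37C, with 4.5 mM final sodium butyrate as control, followed by a ONE-Glo read.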
Tau fibril ThT = blocks human tau fibril formation measured by thioflavin T | P10636 | recombinant tau K18 P301L (four-repeat tau fragment), heparin-induced fibrillization, ThT fluorescence | Potency, µM (doses to about 57.4 µM), for the others: at the highest dose activity, negative = inhibition, actives largely listed as inhibitors | actives 2.1% (n = 270,000) | AID 1460; also: % is scaled to controls: 0 for no effect and ±100 for the full control effect; nearly all actives have a fitted effect of over 55% in size
Target sequence (P10636 561-689 P618L limits assumed): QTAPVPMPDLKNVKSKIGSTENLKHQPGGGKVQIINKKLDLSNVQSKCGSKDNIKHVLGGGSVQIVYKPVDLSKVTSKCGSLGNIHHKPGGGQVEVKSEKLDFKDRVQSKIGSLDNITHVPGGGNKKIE
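Heparin-induced (20 uM) aggregation of recombinant human K18 P301L tau, 15 uM unlabeled with 0.24 uM labeled, pH 7 acetate buffer, 6 hr at 37 C with compound. Fibrils quantified by 30 uM ThT fluorescence after 1 hr ambient incubation.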
* marks the source's active call; other numbers are inactive results; i = inactive; ? = inconclusive; / = no result given; [ ] = remark or other dose. Unless noted, calls follow the shape of the dose curve; as a rule, active = well fitted curve in the direction sought with a large enough effect; inconclusive = small, poorly fitted or top-dose-only effect, or another doubt; inactive = no such curve, though single readings can be large; an effect the other way counts as inactive or inconclusive. Potency is read from the fitted curve at half-maximal effect. An excerpt; rates above refer to the full screens.

Preview:
SMILES	ALDH1A1 block	RECQ1 inh	L3MBTL1 block	Luc counter	LMNA splice mod	JMJD2E inh	SMN2 splice enh	Tau fibril ThT
Cc1ccc(Cl)cc1N1CCN(C(=O)CSc2ccsc2[N+](=O)[O-])CC1	?	-7%	?	1%	-17%	5%	-15%	?
C/C(=N\NC(=O)C(N)=O)c1ccc(O)cc1O	-2%	-2%	2%	0%	/	/	12%	?
COc1ccc(C2CC(=O)c3c(O)cc(OC4OC(COC5OC(C)C(O)C(O)C5O)C(O)C(O)C4O)cc3O2)cc1O (stereo not given)	4%	-9%	/	1%	/	3%	/	-4%

Results, from the start:
SMILES	ALDH1A1 block	RECQ1 inh	L3MBTL1 block	Luc counter	LMNA splice mod	JMJD2E inh	SMN2 splice enh	Tau fibril ThT
Cc1ccc(Cl)cc1N1CCN(C(=O)CSc2ccsc2[N+](=O)[O-])CC1	?	-7%	?	1%	-17%	5%	-15%	?
C/C(=N\NC(=O)C(N)=O)c1ccc(O)cc1O	-2%	-2%	2%	0%	/	/	12%	?
COc1ccc(C2CC(=O)c3c(O)cc(OC4OC(COC5OC(C)C(O)C(O)C5O)C(O)C(O)C4O)cc3O2)cc1O (stereo not given)	4%	-9%	/	1%	/	3%	/	-4%
Cn1cc(CN2CCN(Cc3ccc4c(c3)OCO4)CC2)c(-c2ccccc2F)n1	-5%	-4%	-7%	-3%	/	-3%	/	-9%
Cc1ccc(C(=O)COC(=O)CNC(=O)c2cccs2)cc1C	8%	-8%	4%	0%	?	15%	/	-14%
COC(=O)c1sc(NC(=S)NC(=O)c2cccc(C)c2)nc1C	3%	?	7%	-3%	-2%	8%	22%	-4%
COc1ccc(NC(=O)N2CC[C@@]3(CCCN(C(=O)c4c(C)noc4C)C3)C2)cc1	?	i	/	-5%	/	/	-16%	/
CCOc1c(O)ccc(C2NC(=O)NC(C)=C2C(=O)OC)c1[N+](=O)[O-] (stereo not given)	-9%	-11%	/	-5%	/	2%	1%	?
CCn1ccnc1CNC(=O)c1cc(COc2ccc(F)cc2F)on1	7%	i	-2%	1%	1%[46 µM]	-12%	/	-2%
O=C1OCCN/C1=C\C(=O)c1ccc(Cl)cc1	-10%	i	-2%	/	/	6%	/	-3%
Cc1cc(C)c(NC(=S)NCC2CCN(C(C)c3ccccc3)C2)c(C)c1 (stereo not given)	?	i	/	/	/	-3%	/	?
CN(Cc1ccccc1)C(=O)COC(=O)c1cc(-c2ccc(Cl)s2)nc2ccccc12	?	-14%	/	3%	?	?	-33%[inhibitor]	?
Cc1ccc2[nH]c3c(c2c1)CC/C(=C/c1ccccc1)C3=O	-4%	-7%	/	-4%	-2%	8%	?	?
O=c1c2cc(NC(=S)NCc3ccccn3)ccc2nc2n1CCCCC2	?	i	-13%	-2%	-12%[46 µM]	?	5%	-6%
COc1ccc(NS(=O)(=O)c2cccc(C(=O)N/N=C(\C)c3ccc(-n4ccnc4)cc3)c2)cc1	?	-23%	/	-2%	7%	?	9%	-5%
O=C(CCC1CCCCC1)Nc1ccccc1O	?	2%	2%[11.4 µM]	-24%	-11%	2%	?	-11%
CCOC(=O)c1cc2c(=O)n3ccccc3nc2n(CCCOC)c1=NC(=O)c1ccncc1	?	i	8%	0%	0%[46 µM]	?	-5%	-5%
COc1ccc(-c2cc(-c3ccc(OC)cc3)[nH]n2)cc1	1%	-7%	-6%	14%	-1%	-6%	10%	?
C(=N\c1nc2ccccc2n1CCN1CCCCC1)/c1ccc2c(c1)OCO2	?	-4%	-7%	-4%	3%	-10%	-6%	-11%
COc1ccc2[nH]c(C)c(CCN(Cc3cccs3)C(=S)Nc3ccccc3OC)c2c1	25µM*	i	-17%	4%	?	?	-45%[inhibitor]	?
O=C(NC1CCCC1)c1nc2c(nnn2Cc2cccc(Cl)c2)c(=O)[nH]1	-4%	-7%	-1%	-1%	-5%	5%	-3%	-13%
O=C(Nc1ccc(F)cc1)c1ccccc1	6%	i	/	-6%	6%	-3%	19%	-5%
Cc1ccc(-c2nnc(N)s2)cc1	?	-4%	28%	-6%	?	3%	?	-14%
O=C(c1cccn(Cc2cccc(Cl)c2)c1=O)N1CCOCC1	3%	i	-1%	-5%	15%	1%	-32%[inhibitor]	5%
CN(C)C(=S)NC1CCS(=O)(=O)C1 (stereo not given)	11%	i	-1%	1%	-2%[46 µM]	-4%	-4%	-3%

Following part
SMILES	ALDH1A1 block	RECQ1 inh	L3MBTL1 block	Luc counter	LMNA splice mod	JMJD2E inh	SMN2 splice enh	Tau fibril ThT
COc1ccc(Nc2nc(C)c(-c3ccccc3)s2)cc1	25µM*	-9%	-14%	0%	-9%	?	?	5.6µM*
CC(C)CCNC(=O)COC(=O)c1cc(Br)c(Br)s1	-3%	-16%	5%	-2%	10%[46 µM]	-1%	-1%	-1%
Cc1cccc(C)c1NC(=O)C1C2C=CC(C2)C1C(=O)NCc1ccccn1 (stereo not given)	-8%	-1%	/	3%	8%	-3%	-14%	-6%
CCOCCCNC(=O)Cn1ncc2c(=O)oc3ccccc3c21	11%	-7%	15%	3%	-10%	4%	-6%	-3%
O=C(NCc1cccs1)NC1CCCCC1	1%	-5%	10%	/	-3%	-2%	/	6%
O=C(NCCCc1ccccc1)c1cccs1	4%	3%	0%	-2%	-3%	2%	-9%	0%
CCCCNS(=O)(=O)c1ccc(OC)c(C)c1	2%	-4%	18%	2%	1%	14%	-12%	-2%
CCCn1c(CCC(=O)O)ccc1-c1ccccc1	?	-13%	/	0%	/	?	-23%	-12%
CN1C(=S)SC(C)(C)C1N(O)C(=O)Nc1ccc(Cl)cc1 (stereo not given)	-5%	-1%	-5%	12%	/	-13%	/	4%
O=C(Nc1ccc(F)cc1F)c1c(C(F)(F)F)ccnc1Oc1ccccc1	-1%	-14%	8%	/	/	4%	/	-6%
Cn1c(CN2CCCC2)nc2cc(NC(=O)c3ccc(Cl)cc3)ccc21	19%	-4%	/	/	/	0%	/	-17%
C=CCNC(=O)c1c(N)n(-c2cccc(S(N)(=O)=O)c2)c2nc3ccccc3nc12	?	10%	25%	0%	?	?	-18%	?
CCCC1=C/C(=C/c2ccc(-c3ccccc3OC)o2)C(=O)O1	?	22µM*	-18%	-2%	?	?	-12%	13µM*
Cc1cc(C)n2nc(C(=O)OCCOc3cccc(Br)c3)nc2n1	6%	i	1%	-1%	0%	0%	8%	-10%
CN(C)S(=O)(=O)c1ccc(NC(=O)c2ccc3ncsc3c2)cc1	/	0%	3%	/	/	-20%	/	-9%
CCOc1cc(C2NC(=O)N(C)C(C)=C2[N+](=O)[O-])ccc1OC(C)=O (stereo not given)	8%	-15%	?	-2%	/	-12%	-8%	1%
COC(=O)c1c(-c2ccccc2)c[nH]c1C	/	-1%	-1%	/	/	-12%	/	-16%
O=C(CSCc1ccccc1)NCc1ccc2c(c1)OCO2	?	-6%	/	2%	12%	3%	-2%	-18%
COc1ccc(OC)c(NC(=O)CSc2nnc(Cc3cccn3C)n2-c2ccc(F)cc2)c1	-6%	-15%	-9%	1%	-11%	-3%	-6%	-16%
O=C(c1cccc(C(F)(F)F)c1)C1CCCN(Cc2cccn2-c2ccccn2)C1 (stereo not given)	4%	i	-10%	0%	/	3%	-32%[inhibitor]	-1%
Cc1cccc(Nc2nnc(SCC(=O)Nc3cccc(S(=O)(=O)N4CCCCC4)c3)s2)c1	?	-11%	-6%	-2%	?	-3%	0%[1.84 µM]	-11%
O=[N+]([O-])c1ccc(OCCCCN2CCCCC2)cc1	11%	-4%	-9%	/	-14%	6%	/	1%
C=CCSSSCC=C	13µM*	3%	/	-1%	?	-4%	-19%	9%
CCc1oc2ccccc2c1C(=O)c1cc(Br)c(O)c(Br)c1	-9%[13.5 µM]	?	-9%	13%	?	-9%	-9%	?
COc1ccc(C(=O)C2CCCN(C(=O)C3=CCCC3)C2)cc1OC (stereo not given)	-8%	-14%	1%	-3%	?	-15%	/	1%

Following part.
SMILES	ALDH1A1 block	RECQ1 inh	L3MBTL1 block	Luc counter	LMNA splice mod	JMJD2E inh	SMN2 splice enh	Tau fibril ThT
COc1ccc(S(=O)(=O)N2CCN(CC(=O)Nc3cc(OC)cc(OC)c3)CC2)cc1	?	-12%	-5%	1%	-20%	-4%	-20%	-8%
Cn1nc(-c2ccccc2F)c2cc(C(=O)Nc3ccc4c(c3)OCCO4)sc21	?	-11%	/	-5%	?	-27%	29%	?
COc1ccc(-c2cc(C(=O)O)[nH]n2)cc1OC	10%	5%	2%	-9%	-3%	2%	-9%	-8%
Cc1ccc2nc(SCC(=O)Nc3cccc(S(=O)(=O)NC4=NCCCCC4)c3)[nH]c2c1	/	-11%	-3%	/	/	6%	/	-15%
C[C@@H]1O[C@@H](OC[C@H]2O[C@@H](Oc3c(-c4cccc(O)c4O)oc4cc(O)cc(O)c4c3=O)[C@H](O)[C@@H](O)[C@@H]2O)[C@H](O)[C@H](O)[C@H]1O	?	-11%	/	3%	/	7.1µM*	/	?
Cc1cc(OCc2nc3ccccc3s2)ccc1N	/	-9%	?	/	/	-9%	/	14µM*
COc1cccc([C@@H]2Oc3ccc(OC)cc3C[C@H]2OC(=O)Nc2cc(OC)c(OC)c(OC)c2)c1	7%	-12%	/	3%	/	10%	4%	-4%
O=S(=O)(Nc1ncccn1)c1ccc(NC(=S)NCc2ccco2)cc1	?	-14%	/	4%	/	-7%	-14%	-16%
COC(=O)c1[nH]c2ccc(C)cc2c1NC(=O)CCN1CCN(Cc2ccc3c(c2)OCO3)CC1	?	i	-3%	1%	?	?	4%	7%
COc1cccc(OCC(O)CN2CCC(C)CC2)c1 (stereo not given)	-1%	i	11%	-3%	4%	7%	-1%	12%
O=[N+]([O-])c1ccccc1Oc1ccc(Cl)c2cccnc12	9%	-4%	0%	1%	/	-4%	-3%	-12%
CCN(CC)C(=O)CSc1nc(N)c(-c2ccccc2)c(=O)[nH]1	-15%	i	9%	2%	9%[46 µM]	10%	/	-10%
COc1ccc(N2CCN(C(CNC(=O)C(=O)NCCC3=CCCCC3)c3ccco3)CC2)cc1 (stereo not given)	17%	3%	7%	1%	?	4%	2%[1.84 µM]	-12%
